TDP2 inh: human TDP2 enzyme inhibitors, primary screen, biochemical, epi absorbance, recombinant enzyme. Tyrosyl-DNA phosphodiesterase 2 (Homo sapiens), O95551. T5PNP hydrolysis, p-nitrophenol absorbance 415 nm. inhibition, % at 12.8 µM. 370,000 compounds, 0.34% hits. AID 720702, 2013;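 active = inhibition above the mean of all tested compounds plus 3 SD, set per campaign, cut at about 25% in these data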;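 also: 0% = DMSO with enzyme and 100% = buffer with substrate but no TDP2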
Target sequence (O95551 whole entry, looked up): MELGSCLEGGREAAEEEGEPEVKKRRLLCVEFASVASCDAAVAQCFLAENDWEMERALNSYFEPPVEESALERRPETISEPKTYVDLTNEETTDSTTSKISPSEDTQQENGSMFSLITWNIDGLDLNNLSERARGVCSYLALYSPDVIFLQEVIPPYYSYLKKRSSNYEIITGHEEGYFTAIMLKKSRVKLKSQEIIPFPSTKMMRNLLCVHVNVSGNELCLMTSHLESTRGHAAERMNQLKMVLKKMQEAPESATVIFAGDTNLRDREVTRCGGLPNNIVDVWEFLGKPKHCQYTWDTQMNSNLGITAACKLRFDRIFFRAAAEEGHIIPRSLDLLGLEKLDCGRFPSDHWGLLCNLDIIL
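test system = human TDP2 enzyme | input = TDP2 enzyme at 120 nM final | medium = 50 mM Tris-HCl pH 7.5 with Mg2+, KCl, DTT, BSA | also added = T5PNP substrate, 5 mM | times = 2 h at 37 °C | technique = epi absorbance | benchmarks = high control without enzyme, low control DMSO plus TDP2 | replication = each compound tested once, singlicate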
PRMT1 inh: PRMT1 methyltransferase inhibitors, primary screen, biochemical, fluorescence polarization | Protein arginine N-methyltransferase 1 (Homo sapiens), Q99873 | recombinant PRMT1, activity-based probe fluorescence polarization | inhibition, % at 2.79 µM | 370,000 compounds, 1.3% hits | AID 652257, 2013;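 active = inhibition above about 21% made by adding two undisclosed values, limit read from the data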
MBD2 inh: inhibitors of MBD2 binding to methylated DNA, primary screen, biochemical, TR-FRET, DNA-binding domain, human; 370,000 compounds, 0.31% hits; MBD2 binding to methylated oligonucleotide; inhibition, % at 4.4 µM; in the data active = inhibition above about 13%
ABHD4 inh: ABHD4 inhibitors, primary screen, biochemical, fluorescence polarization, mouse; AID 720543, 2013; 370,000 compounds, 0.54% hits; purified mABHD4, FP-Rh probe fluorescence polarization; inhibition, % at 8.92 µM; (Lyso)-N-acylphosphatidylethanolamine lipase (Mus musculus), Q8VD66;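 active = inhibition exceeding the mean over every tested compound plus 3 SD, cut at about 30% in these data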;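 also: 0% = plate median of compound wells and 100% = S159A mutant with DMSO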
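system = mouse ABHD4 enzyme, wild type | medium = HEPES pH 7.0, NaCl, Pluronic buffer | also added = FP-Rh probe | incubation = Enzyme–compound pre-incubation 45 min, then probe 60 min, both 25 °C | technique = fluorescence polarization, excitation 525 nm, emission 598 nm, BODIPY TMR filters | controls = S159A mutant high control, sample median low control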
rCAG binder: binders of r(CAG) RNA repeats, primary screen, biochemical, fluorescence. r(CAG) RNA repeat, TO-PRO-1 dye displacement fluorescence. inhibition, % at 3 µM. 370,000 compounds, 1.3% hits;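 active = inhibition above the plate cutoff, the mean of all test compounds on that plate plus 3 SD, cut at about 35% in these data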;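 also: 0% = DMSO alone and 100% = 100 µM mitoxantrone as full dye displacement; higher means more dye released from RNA so lower well fluorescence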
GC-B act: human GC-B receptor activators, primary screen, HEK293 GC-B cells, cGMP TR-FRET, EC30 CNP; 0% at EC30 CNP, 100% saturating CNP; activation, % at 10 µM; 370,000 compounds, 0.11% hits;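 active = activation at 10 µM reaching about 35% in either raw or pattern-adjusted values, limit read from the data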
HTRA1 inhibitor: HTRA1 serine protease inhibitors, primary screen, biochemical, fluorescence polarization, HTS | inhibition, % at 5.96 µM | 340,000 compounds, 0.5% hits | recombinant HTRA1, FP-rhodamine activity-based probe; in the data active = inhibition above about 36%;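 also: 0% = enzyme with DMSO and 100% = wells lacking enzyme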
Target sequence (Q92743 whole entry, looked up): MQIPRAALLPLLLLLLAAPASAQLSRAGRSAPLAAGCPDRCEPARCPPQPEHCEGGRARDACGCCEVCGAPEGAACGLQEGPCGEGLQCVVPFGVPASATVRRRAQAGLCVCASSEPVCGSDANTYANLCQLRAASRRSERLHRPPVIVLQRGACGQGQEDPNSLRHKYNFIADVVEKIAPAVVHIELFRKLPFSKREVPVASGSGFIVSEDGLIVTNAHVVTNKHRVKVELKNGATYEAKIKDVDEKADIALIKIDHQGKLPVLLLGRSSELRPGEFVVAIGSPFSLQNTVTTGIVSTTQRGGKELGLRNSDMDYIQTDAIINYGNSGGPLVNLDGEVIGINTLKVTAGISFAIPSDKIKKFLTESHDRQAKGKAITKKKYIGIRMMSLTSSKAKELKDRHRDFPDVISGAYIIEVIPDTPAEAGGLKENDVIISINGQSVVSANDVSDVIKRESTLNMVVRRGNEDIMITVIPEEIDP
LEDGF integ inh: blockers of LEDGF/p75-dependent integrase strand transfer – biochemical, TR-FRET, high throughput, primary screen; 370,000 compounds, 0.64% hits; HIV-1 integrase (with human LEDGF/p75); inhibition, % at 3.7 µM; TR-FRET IN-LEDGF/p75 DNA integration, Eu/Cy5;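 active = inhibition above the screen-wide mean plus 3 SD, cut at about 13% in these data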;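 also: signal is the Cy5 over europium emission ratio at 671 and 618 nm; 0% = plate median of compound wells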
TCR CD3 inh: inhibitors of human TCR-CD3 interaction, primary screen, biochemical, fluorescence, TAMRA-labeled TCR probe. T-cell receptor (TCR). AID 651800, 2012. inhibition, % at 9.4 µM. 360,000 compounds, 0.37% hits; in the data active = inhibition above about 19%;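 also: recombinant mutant TCR 2C K166C tagged with TAMRA read by polarization; 0% = receptor in buffer alone and 100% = receptor with positive control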
SIAE primary: human SIAE inhibitors, primary screen, biochemical, fluorescence polarization, FP-Rh probe, 1536-well HTS. SIAE FP-Rh probe binding. inhibition, % at 9.66 µM. 370,000 compounds, 0.69% hits;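 active = inhibition above a cutoff: mean of compounds within the control limits plus 3 SD of those, cut at about 17% in these data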;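 also: 0% = plate median of compound wells and 100% = probe without SIAE protein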
* hit, by the source's call; . = not tested or not shown. These rows are one share of the data, so the mix of outcomes need not match the whole.

Key to letters: A = TDP2 inh; B = PRMT1 inh; C = MBD2 inh; D = ABHD4 inh; E = rCAG binder; F = GC-B act; G = HTRA1 inhibitor; H = LEDGF integ inh; I = TCR CD3 inh; J = SIAE primary
CC(C)OC(=O)CSc1nnc(Cc2ccccc2)n1CC1CCCO1 (stereo unspecified)
  A: -5	B: -1	C: 5	D: 0	E: -8	F: 3	G: 2	H: 4	I: 4	J: 1

COc1ccc(NC(=O)C2CCCN2S(=O)(=O)c2ccc3c(c2)CCC(=O)N3)cc1 (stereo unspecified)
  A: 0	B: -2	C: -2	D: 1	E: 1	F: -2	G: -5	H: 0	I: -1	J: -3

COc1ccccc1CC(=O)NNC(=O)c1cccs1
  A: 7	B: 1	C: -1	D: -4	E: -1	F: 3	G: 2	H: -2	I: 3	J: 4

COc1ccc(S(=O)(=O)N(C)c2ccc(C(=O)NCc3ccco3)cc2)cc1
  A: 0	B: -1	C: 5	D: -1	E: -4	F: 2	G: -5	H: -2	I: 15	J: 0

O=C(OCCN1C(=O)c2ccccc2C1=O)Oc1ccccc1
  A: -10	B: 0	C: -1	D: -2	E: -2	F: 11	G: -1	H: -9	I: -4	J: 1

C#CCn1c(S(=O)(=O)Cc2ccccc2Cl)nc(-c2ccccc2)c1-c1ccccc1
  A: 1	B: 1	C: -4	D: -8	E: 2	F: -9	G: -4	H: 0	I: 5	J: -2

CCCOc1ccc(C2C3=C(Nc4nc(N)[nH]c(=O)c42)c2ccccc2C3=O)cc1 (stereo unspecified)
  A: -9	B: 4	C: -5	D: -2	E: 71*	F: 2	G: 1	H: -4	I: -5	J: 11

COc1ccccc1NC(=S)NNC(=O)c1c(Cl)c(C)nn1C
  A: 2	B: -3	C: 4	D: 2	E: 32	F: 4	G: -3	H: -1	I: 4	J: 1

O=C(CN(Cc1ccccc1)C(=O)CCC(=O)Nc1nccs1)NCC1CCCO1 (stereo unspecified)
  A: 0	B: 3	C: 8	D: 8	E: -5	F: -1	G: 10	H: -2	I: -2	J: -5

COc1ccccc1C(=O)NCc1n[nH]c(=S)n1Cc1ccccc1
  A: 9	B: 6	C: 8	D: 10	E: -1	F: 2	G: 2	H: -3	I: -1	J: 7

CC(=O)NCCSc1ccc(S(=O)(=O)N2CCCC2)cn1
  A: 6	B: 7	C: 4	D: 3	E: -2	F: 4	G: 1	H: -4	I: 6	J: 4

CCNc1nc(NCC)nc(C(=O)Nc2ccccc2)n1
  A: 1	B: 0	C: 0	D: 6	E: 2	F: -2	G: 4	H: 0	I: 3	J: 0

CN(C)NC1CCS(=O)(=O)C1 (stereo unspecified)
  A: 6	B: 4	C: -4	D: 6	E: 3	F: 5	G: 3	H: 2	I: 6	J: 1

Cc1nc2nc(SCC(=O)NCCN3CCOCC3)nn2c(C)c1Cc1ccccc1
  A: -5	B: 0	C: 8	D: 0	E: -4	F: 0	G: 11	H: 2	I: 0	J: 3

Nc1nnc(CCS(=O)(=O)c2ccc(Cl)cc2)s1
  A: -6	B: 0	C: -1	D: -1	E: -1	F: 3	G: -8	H: -3	I: 6	J: -7

Cc1nc2ccc(NC(=O)c3cccc(C(F)(F)F)c3)cc2o1
  A: -18	B: 3	C: 5	D: -10	E: 4	F: 1	G: -12	H: -5	I: -4	J: -10

CCCCCc1cc(=O)oc2c(C(CCN(CC)CC)c3cc(OC)c(OC)c(OC)c3)c(OC)cc(OC)c12 (stereo unspecified)
  A: -6	B: -5	C: 0	D: 18	E: 7	F: -1	G: -9	H: -2	I: -2	J: -2

O=C(N/N=C/C1CC=CCC1)c1cc(-c2cccnc2)nc2ccccc12 (stereo unspecified)
  A: 0	B: 0	C: -3	D: -5	E: 6	F: -5	G: -15	H: 2	I: 0	J: -19

O=C(O)[C@@H]1CCCN1C(=O)COc1ccc2c3c(c(=O)oc2c1)CCC3
  A: -11	B: 6	C: 0	D: -7	E: 5	F: -11	G: 1	H: -1	I: 10	J: -7

COc1ccc(-n2nc(C(=O)NCC(=O)N3CCC(C)CC3)c3ccccc3c2=O)c(OC)c1
  A: -6	B: 0	C: 0	D: 3	E: 2	F: 0	G: 1	H: 3	I: 12	J: -3

An excerpt from above in order of length of the SMILES, falling.
Key to letters: A = TDP2 inh; B = PRMT1 inh; C = MBD2 inh; D = ABHD4 inh; E = rCAG binder; F = GC-B act; G = HTRA1 inhibitor; H = LEDGF integ inh; I = TCR CD3 inh; J = SIAE primary
COc1ccc(-n2nc(C(=O)NCC(=O)N3CCC(C)CC3)c3ccccc3c2=O)c(OC)c1
  A: -6	B: 0	C: 0	D: 3	E: 2	F: 0	G: 1	H: 3	I: 12	J: -3

Cc1nc2nc(SCC(=O)NCCN3CCOCC3)nn2c(C)c1Cc1ccccc1
  A: -5	B: 0	C: 8	D: 0	E: -4	F: 0	G: 11	H: 2	I: 0	J: 3

O=C(N/N=C/C1CC=CCC1)c1cc(-c2cccnc2)nc2ccccc12 (stereo unspecified)
  A: 0	B: 0	C: -3	D: -5	E: 6	F: -5	G: -15	H: 2	I: 0	J: -19

Profiles, quoted from the list.
Listed for Cc1nc2nc(SCC(=O)NCCN3CCOCC3)nn2c(C)c1Cc1ccccc1 : TDP2 inh: -5; PRMT1 inh: 0; MBD2 inh: 8; ABHD4 inh: 0; rCAG binder: -4; GC-B act: 0; HTRA1 inhibitor: 11; LEDGF integ inh: 2; TCR CD3 inh: 0; SIAE primary: 3
Listed for COc1ccccc1CC(=O)NNC(=O)c1cccs1 : TDP2 inh: 7; PRMT1 inh: 1; MBD2 inh: -1; ABHD4 inh: -4; rCAG binder: -1; GC-B act: 3; HTRA1 inhibitor: 2; LEDGF integ inh: -2; TCR CD3 inh: 3; SIAE primary: 4

More entries follow.
structure	TDP2 inh	PRMT1 inh	MBD2 inh	ABHD4 inh	rCAG binder	GC-B act	HTRA1 inhibitor	LEDGF integ inh	TCR CD3 inh	SIAE primary
CC(C)(C)c1ccc(-c2nnc(NC(=O)c3ccccc3)s2)cc1	10	-5	-2	-3	0	4	4	-2	-4	4
CC1(C)CCC(=NNC(N)=S)CC1	-3	-2	0	3	2	4	-5	3	-5	6
COc1ccc(NC(=O)NCCCN2CCN(c3ccc(F)cc3)CC2)cc1OC	5	-3	-2	5	3	7	.	-3	.	-1
CC1Cc2ccccc2N1C(=O)CO/N=C/c1ccccc1OC(F)F (stereo unspecified)	8	-4	-3	-9	-8	1	-19	3	3	6
O=c1cc(O)c2sc3nc(-c4cccnc4)cc(C(F)(F)F)c3c2[nH]1	5	2	2	5	19	4	-2	-1	-15	-4
O=C(Nc1ccc(F)cc1)C(c1ccccc1OC(F)(F)F)N1CCN(c2cccc(C(F)(F)F)n2)CC1 (stereo unspecified)	4	2	8	-7	4	8	.	2	3	-6
COc1ccc(OC)c(NC(=O)C2CCCC2)c1	-4	-1	3	-2	-2	8	9	-4	5	-4
COc1cccc(C(O)c2ncc(-c3cccc(C(F)(F)F)c3)[nH]2)c1 (stereo unspecified)	-11	3	-4	-11	3	1	.	-5	-1	-3
CCc1cc(=O)oc2c(CNCc3c(F)cccc3Cl)c(O)ccc12	-6	7	1	1	-4	6	1	-4	-4	-4
Cc1nc2ccc(N=NN(C)C)cc2[nH]1	8	1	4	3	0	6	-6	-2	-5	-1
CC(C)NS(=O)(=O)c1ccc(OCC(=O)Nc2ccc(F)cc2)cc1	3	0	10	2	-2	-1	7	0	-4	0
COc1cc(/C=C/C(=O)NC(=O)c2ccccc2O)ccc1OC(C)=O	2	1	1	-5	20	5	20	-3	1	3
CCN1CCN(c2nc(S(=O)(=O)c3ccc(C)cc3)c(Cl)s2)CC1	0	-1	-3	-2	-5	0	-1	1	11	-2
N#Cc1cccc(NC(=O)Cc2ccsc2)c1	-5	4	-3	2	5	-1	-3	-3	2	-1
CNc1ccc(Br)cc1C(O)c1ccccc1 (stereo unspecified)	-13	3	-1	-1	-5	-5	2	-1	1	-1
NS(=O)(=O)c1ccc(NC(=O)CN2C(=O)c3ccccc3C2=O)cc1	19	1	5	-3	2	2	7	-3	0	-1
O=[N+]([O-])c1ccc2c(c1)C(O)n1nc(-c3ccc(Cl)cc3Cl)nc1S2 (stereo unspecified)	-11	-1	1	3	2	-5	2	-2	3	-2
COc1ccc(CN(Cc2cc3ccc(C)cc3[nH]c2=O)Cc2nnnn2C2CCCC2)cc1	9	-2	-2	-2	-1	-4	-8	0	4	-7
CCc1ccc(OC(=O)Nc2ccccc2)cc1	-3	1	-1	-1	-2	4	-3	3	11	-2
COc1ccc(NC(=O)CC2C(=O)N(C)C(=S)N2CCc2ccccc2)cc1 (stereo unspecified)	-6	3	0	-5	2	0	-7	1	3	-3
CC(=O)NCC(=O)N(Cc1ccco1)C1(C(=O)NC2CCCC2)CCCCC1	7	3	2	3	-4	0	1	-2	1	11
COc1ccccc1CN(C)C(=O)c1ccc(COc2ccccc2)cc1	3	1	0	-2	1	3	-16	1	2	4
CCN(CC(=O)Nc1c(F)cccc1F)C(=O)c1ccc(N2CCCC2=O)cc1	0	-2	1	8	-3	5	7	-5	2	12
COc1ccc([C@H]2C[C@H](O)[C@@H](n3cc(-c4ccc(F)cc4)nn3)CN2C(=O)c2cccs2)cc1	1	5	6	5	4	-1	-23	-3	-8	3
Cc1ccccc1NC(=O)c1c(C)nc(SCC(=O)OCc2ccccc2)c(C#N)c1-c1ccc(F)cc1	-2	0	0	-9	4	1	0	0	-4	-20

High-throughput results (PubChem)
